Source: PubChem BioAssay (several laboratories)
mABHD4 FP = inhibits mouse alpha/beta hydrolase domain 4. Q8VD66. purified mABHD4, FP-Rh probe fluorescence polarization. inhibition, % at 8.92 µM. hit rate 0.54% among 370,000. AID 720543;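 active means inhibition exceeding the mean over every tested compound plus 3 SD, cut at about 30% in these data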;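 further: 0% = plate median of compound wells and 100% = S159A mutant with DMSO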
Target sequence (Q8VD66 whole entry, looked up, the tested form may be a part): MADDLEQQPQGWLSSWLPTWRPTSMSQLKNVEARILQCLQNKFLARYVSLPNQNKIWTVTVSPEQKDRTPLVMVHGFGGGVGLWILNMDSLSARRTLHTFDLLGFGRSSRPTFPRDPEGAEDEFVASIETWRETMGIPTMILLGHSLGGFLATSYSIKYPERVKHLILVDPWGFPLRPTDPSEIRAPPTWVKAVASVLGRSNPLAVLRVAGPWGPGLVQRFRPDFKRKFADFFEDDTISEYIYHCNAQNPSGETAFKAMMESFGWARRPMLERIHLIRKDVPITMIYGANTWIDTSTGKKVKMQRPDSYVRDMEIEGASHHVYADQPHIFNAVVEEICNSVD
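Test system: mouse ABHD4 enzyme, wild type. Reagent: FP-Rh fluorescent activity-based probe, added after compound pre-incubation. Timing: pre-incubation 45 min, probe exposure 60 min, at 25 °C. Technique: FP readout, ex 525 nm / em 598 nm. Benchmarks: high control S159A mutant with DMSO, low control median of compound wells.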
UHRF1 MBD2 ctr = human UHRF1 methylated DNA binding inhibitors; Q96T88; UHRF1 binding to methylated oligo, TR-FRET; inhibition, % at 4.4 µM; hit rate 0.75% among 370,000; AID 687016; in the data active means inhibition above about 21%;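 further: UHRF1 SRA domain binding a hemimethylated CpG hairpin DNA probe; 0% = median of test compound wells and 100% = reference inhibitor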
TCR-CD3 inh = blocks the human TCR-CD3 interaction; hit rate 0.37% among 360,000; AID 651800; TAMRA-labeled TCR probe fluorescence, biochemical; inhibition, % at 9.4 µM; in the data active means inhibition above about 19%;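 further: recombinant mutant TCR 2C K166C tagged with TAMRA read by polarization; 0% = receptor in buffer alone and 100% = receptor with positive control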
HTRA1 inhibitor = HTRA1 (human) protease inhibition | Q92743 | recombinant HTRA1, FP-rhodamine activity-based probe, fluorescence polarization | inhibition, % at 5.96 µM | hit rate 0.5% among 340,000 | AID 504803; in the data active means inhibition above about 36%;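 further: 0% = enzyme with DMSO and 100% = wells lacking enzyme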
NPR1 activator = GC-A (human) enzyme activation; P16066; HEK293 GC-A cells, cGMP TR-FRET, EC30 ANP; 0% at EC30 ANP, 100% saturating ANP; AID 1671463; activation, % at 10 µM; hit rate 0.14% among 370,000; in the data active means activation above about 40%
rCAG binder = r(CAG) repeat RNA binding. hit rate 1.3% among 370,000. TO-PRO-1 dye displacement fluorescence. inhibition, % at 3 µM. AID 651821;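 active means inhibition above the plate cutoff, the mean of all test compounds on that plate plus 3 SD, cut at about 35% in these data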;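 further: 0% = DMSO alone and 100% = 100 µM mitoxantrone as full dye displacement; higher means more dye released from RNA so lower well fluorescence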
MBD2 DNA inh = MBD2-methylated oligo binding inhibition; Q9UBB5; TR-FRET, MBD2 binding to methylated oligonucleotide; inhibition, % at 4.4 µM; hit rate 0.31% among 370,000; AID 686964; in the data active means inhibition above about 13%
Target sequence (Q9UBB5 whole entry, looked up): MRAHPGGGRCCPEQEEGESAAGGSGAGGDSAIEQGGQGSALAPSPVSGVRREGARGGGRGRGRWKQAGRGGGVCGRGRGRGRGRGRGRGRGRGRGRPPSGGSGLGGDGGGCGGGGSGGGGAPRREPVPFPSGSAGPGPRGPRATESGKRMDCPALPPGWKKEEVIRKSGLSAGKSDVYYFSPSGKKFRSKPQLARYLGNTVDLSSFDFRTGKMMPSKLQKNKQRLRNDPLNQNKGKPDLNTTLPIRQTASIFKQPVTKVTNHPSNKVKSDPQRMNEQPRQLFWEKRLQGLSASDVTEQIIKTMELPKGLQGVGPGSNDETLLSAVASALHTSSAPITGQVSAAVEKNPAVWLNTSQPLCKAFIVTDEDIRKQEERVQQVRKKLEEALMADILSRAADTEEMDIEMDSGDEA
SIAE primary = human SIAE inhibition, primary screen. Q9HAT2. SIAE FP-Rh probe binding, fluorescence polarization. inhibition, % at 9.66 µM. hit rate 0.69% among 370,000. AID 1053197;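 active means inhibition above a cutoff: mean of compounds within the control limits plus 3 SD of those, cut at about 17% in these data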;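 further: 0% = plate median of compound wells and 100% = probe without SIAE protein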
NPR2 activator = GC-B (human) receptor activation; hit rate 0.11% among 370,000; P20594; AID 1920062; activation, % at 10 µM; HEK293-GC-B cells, CNP EC30, cGMP TR-FRET; 0% at EC30 CNP, 100% saturating CNP;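 active means activation at 10 µM reaching about 35% in either raw or pattern-adjusted values, limit read from the data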
PRMT1 inh = PRMT1 (human) inhibition, primary screen; AID 652257; inhibition, % at 2.79 µM; hit rate 1.3% among 370,000; recombinant PRMT1, activity-based probe fluorescence polarization;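 active means inhibition above about 21% made by adding two undisclosed values, limit read from the data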
An asterisk follows results filed as active; · = not tested or not shown. The list is partial, so the mix of outcomes need not match the whole.

Values in the order: mABHD4 FP	UHRF1 MBD2 ctr	TCR-CD3 inh	HTRA1 inhibitor	NPR1 activator	rCAG binder	MBD2 DNA inh	SIAE primary	NPR2 activator	PRMT1 inh
- Cc1cc(C)nc(/N=C(/NC(=O)Nc2ccc(Cl)c(Cl)c2)Nc2cccc(Cl)c2)n1
→ 1	0	2	2	-4	3	-8	-3	-4	-3
- S=C(NCC1(c2ccccc2)CCCC1)Nc1ccccc1
→ -3	1	-5	-18	-1	-6	0	-4	-2	0
- COc1ccccc1C(=O)NC(CCSC)C(=O)OC(C)C(=O)NC1CC1 (stereo unspecified)
→ 3	1	7	1	3	-3	0	2	-1	0
- CCOC(=O)CSC(=S)NC(=O)c1ccc(OC)cc1
→ 6	4	-4	-2	0	-3	3	-4	0	27*
- COc1cc(NC(=O)Cc2ccccc2)ccc1NC(=O)c1ccco1
→ 5	-2	4	-7	-1	5	-7	6	3	-3
- CC(=O)c1ccc(NC(=O)C(C)OC(=O)c2ccc(NS(=O)(=O)c3ccc4[nH]c(=O)[nH]c4c3)cc2)cc1 (stereo unspecified)
→ -52	7	0	-20	-1	24	9	-37	3	7
- COCCCn1c(SCC(=O)NCc2ccccc2)nc2ccccc2c1=O
→ -4	0	7	-1	-2	-1	1	6	1	1
- Cc1cc(C)nc(SCc2cn3ccccc3n2)n1
→ 5	-1	2	7	0	-3	-1	2	5	-1
- Cc1sc(NC(=O)Cn2c(=O)oc3ccccc32)nc1-c1ccc(Cl)cc1
→ -6	2	1	-6	-2	6	2	-4	-1	0
- O=C(CN1C(=O)NC2(CCCCCCC2)C1=O)Nc1ccc(Cl)cc1
→ -6	0	-1	-17	3	2	3	-4	-5	2
- CCOP(=O)(OCC)c1nc(-c2ccccc2)oc1N1CCCCC1
→ -2	3	-5	7	-10	-8	-3	2	4	-8
- Clc1cc(Br)ccc1OCCCNCc1ccccc1
→ 16	-3	-5	8	-10	6	5	-6	-20	-1
- COCC(=O)Nc1c(C(=O)Nc2ccc3c(c2)OCCO3)oc2ccccc12
→ 1	4	-2	0	1	-3	5	-3	1	3
- O=C(Cc1cccs1)Nc1ccccc1
→ -3	1	-5	9	-2	0	-7	4	-4	-2
- COc1ccc(-c2cc(Cl)cc3c(=O)c4ccccc4n(C)c23)cc1F
→ -3	1	-4	0	1	1	-2	-1	-3	1
- C/C(=N/NC(N)=S)c1ccc(Br)s1
→ 4	0	-3	0	-6	0	-3	3	-1	6
- COC(=O)COc1ccc(S(=O)(=O)Nc2ccc(NC(C)=O)cc2)cc1C
→ -4	4	5	3	-5	2	-2	0	6	1
- COc1cc(C(=O)Nc2ccc(C(=O)O)cc2)ccc1OC(C)=O
→ 6	3	4	5	9	-1	3	4	3	2
- Nc1nc(CSc2nc3ccccc3[nH]2)nc(N2CCOCC2)n1
→ -6	-4	3	5	4	0	-5	0	0	1
- O=C(Nc1cccc(F)c1)Nc1ccc2c(c1)CCC2
→ -2	0	8	-12	-2	1	-2	-4	1	3
- CCCNC(=O)N[C@@H](CCSC)C(=O)OC
→ 1	-1	8	3	1	-1	3	1	0	-2
- NS(=O)(=O)c1ccc(N2C(=O)C(=O)/C(=C(/O)c3ccccc3)C2c2ccc(Cl)cc2)cc1 (stereo unspecified)
→ 2	2	-11	-5	3	17	-4	-9	1	4
- O=C(CS(=O)(=O)Cc1ccccc1)Nc1ccc(S(=O)(=O)N2CCCCCC2)cc1
→ -27	2	-1	-17	-5	10	10	-20	-5	3
- Cn1c(COc2ccccc2)nnc1SCC(=O)Nc1ccc(S(N)(=O)=O)cc1
→ 1	6	5	-2	1	8	3	2	4	0
- CCCCNC(=O)C1(C)CCN1C(=O)c1ccc(C)c(F)c1 (stereo unspecified)
→ 2	1	-1	·	2	-1	1	-1	0	0
- Cc1c2c(nc3ccccc13)CC(C)(C)CC2=O
→ -4	3	-3	-5	1	-3	-2	-4	4	3
- CC(C)Cc1ccc(C(C)NC(=O)Cc2ccc(S(=O)(=O)N3CCOCC3)s2)cc1 (stereo unspecified)
→ -10	3	-9	-13	0	-4	0	-6	9	-1
- CCC(=NCCc1c(C)[nH]c2ccccc12)C1=C(O)CC(c2ccccc2)CC1=O (stereo unspecified)
→ -1	-1	3	-2	-3	-3	-1	6	-8	-2
- Cc1cc(Oc2cccnc2)ccc1NC(=O)Cc1c(C)[nH]c2ccccc12
→ 3	-2	-1	·	-8	7	1	8	-1	0
- CCN(CC)C(=O)C1c2ccccc2Oc2ccccc21
→ 5	-2	8	7	-1	-21	-2	4	5	14

In another format: two of the compounds above.
Molecule: COCC(=O)Nc1c(C(=O)Nc2ccc3c(c2)OCCO3)oc2ccccc12
  mABHD4 FP: 1; UHRF1 MBD2 ctr: 4; TCR-CD3 inh: -2; HTRA1 inhibitor: 0; NPR1 activator: 1; rCAG binder: -3; MBD2 DNA inh: 5; SIAE primary: -3; NPR2 activator: 1; PRMT1 inh: 3

Molecule: O=C(Cc1cccs1)Nc1ccccc1
  mABHD4 FP: -3; UHRF1 MBD2 ctr: 1; TCR-CD3 inh: -5; HTRA1 inhibitor: 9; NPR1 activator: -2; rCAG binder: 0; MBD2 DNA inh: -7; SIAE primary: 4; NPR2 activator: -4; PRMT1 inh: -2

Additional structures follow.
Values in the order: mABHD4 FP	UHRF1 MBD2 ctr	TCR-CD3 inh	HTRA1 inhibitor	NPR1 activator	rCAG binder	MBD2 DNA inh	SIAE primary	NPR2 activator	PRMT1 inh
- COCCN(Cc1ccccc1)C(=O)c1ccc(C(=O)c2ccccc2)cc1
→ 0	2	-2	1	1	3	-3	0	3	2
- Cc1c(C(=O)OC/C(O)=C(\C#N)c2nc3ccccc3[nH]2)oc2ccc(Br)cc12
→ 6	-2	2	-1	-5	8	-5	-2	1	3
- Cc1cc(C)c(C#N)c(SCc2[nH]nc3c2C(c2ccc(F)cc2)C(C#N)=C(N)O3)n1 (stereo unspecified)
→ -1	-7	0	4	-1	21	-6	-4	-6	2
- CN(C)Cc1c(O)ccc2c1O/C(=C\C=C\c1ccccc1)C2=O
→ 9	-10	8	8	-4	-50	-8	2	-5	14
- COc1ccc(S(=O)(=O)N2CCC(C(=O)N3CCCCC3)CC2)cc1Cl
→ -3	8	1	-4	-1	-6	4	0	-1	-1
- COc1ccccc1CNC(=O)c1ccc(NC(=O)CC2SC(N3CCCC3)=NC2=O)cc1 (stereo unspecified)
→ 5	-1	3	2	-1	3	3	10	1	-2
- COc1ccc2nc(SCC(=O)O)nc(C)c2c1
→ -4	-2	2	5	5	0	-5	-2	1	0
- Cc1ccc(CSCC(=O)NCc2cccnc2)cc1
→ 4	1	6	3	0	3	-6	12	8	0
- Cc1ccc(C)c(-c2cc(C(=O)Nc3nccs3)c3ccccc3n2)c1
→ -7	2	5	-37	11	7	1	-7	16	-1
- CN1C(=O)C(=O)N(CC(=O)Nc2ccccc2OC(F)F)C1=O
→ -4	8	-6	8	-3	1	-3	2	0	-1
- Cc1nc2ccc(NC(=O)N(C(C)C)C(C)C)cc2s1
→ 4	-3	-8	-1	-3	-1	-7	4	3	-2
- C=CCn1c(C)cc(C(=O)COC(=O)C2CC(=O)N(CCc3ccc(OC)c(OC)c3)C2)c1C (stereo unspecified)
→ -2	13	-4	-3	-3	-9	5	-4	0	3
- CCOC(=O)[C@@H]1[C@H]2COc3ccc(Br)cc3[C@H]2N2C(=O)N(c3ccc(Cl)cc3)C(=O)[C@]12C
→ -14	-2	6	-28	-1	6	0	-8	7	1
- COC(=O)[C@H](CC(C)C)N(Cc1cn(Cc2ccccc2)nn1)S(=O)(=O)c1ccccc1Br
→ 2	0	·	·	-1	-2	1	-4	1	-2
- CC(NS(=O)(=O)c1ccc(OCC(=O)Nc2cccc([N+](=O)[O-])c2)cc1)c1ccccc1 (stereo unspecified)
→ -2	-2	-3	-24	-5	6	-5	-3	-4	0
- CCCCC(=O)OCc1c(-c2ccccc2)ncc2ccccc12
→ -7	18	0	-18	5	12	6	5	7	4
- CCCCCCCCCS(=O)(=O)N/N=C/c1cccc([N+](=O)[O-])c1
→ 5	1	-3	-28	0	34	-1	-3	4	3
- O=C(C/C=N\OCc1ccc([N+](=O)[O-])cc1)Nc1ccc(Br)cc1
→ -12	-3	4	-35	-4	0	-9	-6	-2	0
- O=c1cc(CCc2ccccc2)oc2cccc(O)c12
→ -5	0	-3	-15	2	0	-5	0	1	4
- O=C(Nc1cscc1S(=O)(=O)c1ccc(Cl)cc1)c1ccccc1Cl
→ -6	-1	-1	·	-7	1	2	1	0	-5
- Cc1ccc(-n2nc(C)c(C(=O)Nc3cccc(C(=O)NC4CC4)c3)n2)c(C)c1
→ -13	-1	-3	-20	4	1	1	-5	2	-2
- Cc1ccc(NC(=O)c2oc3ccccc3c2NC(=O)C2CC2)cc1
→ -6	14	7	-13	9	1	0	3	-2	-3
- O=C1Cc2ccccc2C(=O)N1
→ 10	-2	0	·	6	5	5	6	-1	-1
- COc1ccc(CC(=O)NC2CC2)cc1OC
→ 1	0	4	1	4	1	1	0	-3	-2
- Cc1cc(=O)c(C(=O)O)cn1-c1ccc(C(C)C)cc1
→ -1	3	5	1	-1	1	1	-2	2	-1
- COc1ccc(NS(=O)(=O)c2ccc(-c3ccccn3)s2)cc1
→ -11	2	-15	·	-4	3	0	1	2	-4
- COC(=O)C1=C[C@@H](C(=O)OC)[C@@H]2C3=C(C(=O)[C@]2(C)NC(=O)c2ccccc2)[C@H](C)n2c(=O)n(C)c(=O)n2[C@@H]3C1
→ -3	3	-1	-7	0	6	-1	-2	3	2

Part of the list above, limited to NPR1 activator and PRMT1 inh.
canonical_smiles,NPR1 activator,PRMT1 inh
CCN(CC)C(=O)C1c2ccccc2Oc2ccccc21,-1,14
COCCN(Cc1ccccc1)C(=O)c1ccc(C(=O)c2ccccc2)cc1,1,2
Cc1c(C(=O)OC/C(O)=C(\C#N)c2nc3ccccc3[nH]2)oc2ccc(Br)cc12,-5,3
